Bioassay records (PubChem)
Mm-Cpn inhibitor: M. maripaludis TRiC chaperonin inhibition | Potency, µM (series often up to 76.9 µM), for inactives: top-dose activity, negative = inhibition, actives largely listed as inhibitors | purified Mm-Cpn ATPase, ADP Transcreener TR-FRET | actives 0.031% (n = 330,000); also: potency is read from the fitted curve at half-maximal effect; % is scaled to controls: 0 for no effect and ±100 for the full control effect; nearly all actives have a fitted effect of over 80% in size
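Compound-treated chaperonin, 25 nM final, turns over 10 uM ATP at 37°C for 30 min following a 10 min preincubation; ADP generated competes with ADP-d2 for Eu-cryptate antibody, lowering FRET.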
EPAC2 antag: EPAC2 (human) antagonism; Q8WZA2; actives 0.18% (n = 360,000); AID 720708; EPAC2 GEF exchange of Rap1B-BODIPY-GDP, fluorescence; Potency, µM (highest dose often 114 µM), for inactives: at the top dose activity, negative = inhibition, hits mostly inhibitors; also: potency is read from the fitted curve at half-maximal effect; % is scaled to controls: 0 for no effect and ±100 for the full control effect; nearly all actives have a fitted effect of over 45% in size; many of its hits are not listed in these tables
Target sequence (Q8WZA2 whole entry, looked up): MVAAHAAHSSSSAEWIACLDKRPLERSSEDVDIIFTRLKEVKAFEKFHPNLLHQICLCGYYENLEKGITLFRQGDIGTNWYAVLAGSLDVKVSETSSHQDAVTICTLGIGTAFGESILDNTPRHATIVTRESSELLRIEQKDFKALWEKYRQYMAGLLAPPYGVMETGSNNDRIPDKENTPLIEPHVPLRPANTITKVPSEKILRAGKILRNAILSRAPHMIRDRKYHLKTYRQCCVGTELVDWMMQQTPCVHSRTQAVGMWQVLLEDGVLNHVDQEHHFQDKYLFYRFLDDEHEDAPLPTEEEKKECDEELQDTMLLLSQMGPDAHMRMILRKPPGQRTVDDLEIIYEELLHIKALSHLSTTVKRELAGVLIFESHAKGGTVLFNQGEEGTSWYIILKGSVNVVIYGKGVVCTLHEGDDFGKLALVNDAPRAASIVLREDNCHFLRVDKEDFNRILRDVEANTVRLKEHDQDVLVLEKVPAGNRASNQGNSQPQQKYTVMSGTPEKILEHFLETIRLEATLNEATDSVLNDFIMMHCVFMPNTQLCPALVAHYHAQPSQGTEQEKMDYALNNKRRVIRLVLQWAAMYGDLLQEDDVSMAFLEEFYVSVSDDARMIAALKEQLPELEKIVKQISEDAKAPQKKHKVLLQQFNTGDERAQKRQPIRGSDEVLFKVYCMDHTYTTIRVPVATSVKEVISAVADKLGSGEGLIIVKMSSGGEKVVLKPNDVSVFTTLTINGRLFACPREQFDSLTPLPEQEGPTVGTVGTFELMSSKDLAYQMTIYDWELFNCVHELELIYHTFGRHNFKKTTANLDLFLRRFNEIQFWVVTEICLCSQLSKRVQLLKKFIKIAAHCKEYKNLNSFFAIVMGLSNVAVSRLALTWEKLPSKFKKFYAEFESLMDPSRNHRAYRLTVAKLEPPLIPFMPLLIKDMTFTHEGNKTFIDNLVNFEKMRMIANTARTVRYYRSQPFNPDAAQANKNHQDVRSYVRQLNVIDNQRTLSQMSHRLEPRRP
pAkt inh: blocks phosphorylation of Akt; Neuro2A IGF-stimulated pAkt S473 HTRF, 20 min; active compounds read low; activity change, % for hits at 50 µM; actives 0.32% (n = 360,000); in the data active = activity change below about -80%; inconclusive = mostly about -51% to -80%; also: % is scaled to controls: 0 for no effect and ±100 for the full control effect
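Single-point screen (50 µM final compound) in Neuro2A cells stimulated 20 min with 6 nM IGF at 37 deg C. After lysis, Ser473-phosphorylated Akt read by HTRF (ex 330 nm, em 615/665 nm) as the 665/615 ratio.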
TGFb inhibitor: blocks TGF-b signaling | actives 1.2% (n = 410,000) | AID 588855 | HepG2 CAGA-GFP TGF-b/SMAD3 reporter, GFP fluorescence, 18 h; TGF-beta stimulated, 500 pg/mL final | Potency, µM (titrated, usually from 46.1 µM), for inactives: at the top dose activity, negative = inhibition, most hits filed as inhibitors; also: potency is read from the fitted curve at half-maximal effect; % is scaled to controls: 0 for no effect and ±100 for the full control effect; nearly all actives have a fitted effect of over 65% in size
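HEPG2 CAGA-GFP cells (1000/well, DMEM with 1% FBS) were pre-incubated 2 h at 37 degrees C, given compound by pin tool, then stimulated with TGF-beta at 500 pg/mL final for 18 h before per-cell GFP fluorescence imaging.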
A549 viability: A549 cytotoxicity, counter-screen for Nrf2 inhibitors; A549 ARE-Fluc cells, CellTiter-Fluor viability, 18-24 h; Potency, µM (doses to about 46 µM), inactives show at the highest dose activity change, negative = cytotoxicity, actives largely listed as inhibitors; actives 0.16% (n = 390,000); AID 504648; also: potency is read from the fitted curve at half-maximal effect; % is scaled to controls: 0 for no effect and ±100 for the full control effect
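A549 ARE_Fluc cells in 5% FBS OPTI-MEM were exposed to compounds in concentration-response for 18-24 h at 37 deg C. Viability was read by CellTiter-Fluor fluorescence (Ex 405/Em 525) after 30 min, before the luciferase read.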
Nrf2 ARE act: activators of Nrf2 (ARE) signaling | Potency, µM (top dose mostly 46.1 µM), inactives show at the top dose activation, hits mostly activators | AREc32 ARE-luciferase reporter (MCF7-derived line), luminescence, 24 h | actives 0.31% (n = 410,000); also: potency is read from the fitted curve at half-maximal effect; % of control where 0% means no effect; nearly all actives have a fitted effect of over 65% in size
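Steps: seed AREc32_Fluc cells (1000/well, 5% FBS OPTI-MEM); incubate overnight at 37 deg C; add 23 nL compound; incubate 24 hr; add Steady-Glo; hold 30 min RT; read luminescence.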
Nrf2 inh: Nrf2 pathway inhibition | A549 ARE-Fluc reporter, luciferase luminescence, 18-24 h | AID 504444 | Potency, µM (series often up to 46 µM), without a hit: at the highest dose activity change, negative = inhibition, actives largely listed as inhibitors | actives 2.1% (n = 360,000); also: potency is read from the fitted curve at half-maximal effect; % is scaled to controls: 0 for no effect and ±100 for the full control effect; nearly all actives have a fitted effect of over 60% in size
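In this cell-based qHTS, ARE-driven firefly luciferase in A549 cells reports Nrf2 activity; the luminescent signal after BugLite lysis is the measured value, with a prior CellTiter-Fluor read for cell health.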
CCT modulator: changes cytosolic chaperonin activity. purified chaperonin ATPase assay, HTRF ADP detection, 30 min. activity change, % (no concentration beside the values), hits read low. actives 0.3% (n = 360,000). AID 651819; in the data active = activity change below about -30%; also: % is scaled to controls: 0 for no effect and ±100 for the full control effect
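Nucleotide hydrolysis assay: TRiC at 20–40 nM final (set by batch activity) with 10 uM ATP, 30 min at 37 °C, in presence of 76 uM compound. Detection by competitive ADP HTRF, 30 min ambient.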
EPAC2 agonist: EPAC2 (human) agonism; Q8WZA2; EPAC2 activation, biochemical qHTS; response scale: 100% = 6.5 mM cAMP response; Potency, µM (top dose mostly 154 µM), inactives show at the highest dose activation, usual class: activators; actives 0.079% (n = 360,000); also: potency is read from the fitted curve at half-maximal effect; nearly all actives have a fitted effect of over 50% in size
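Readout is BODIPY fluorescence (480 nm excitation, 540 nm emission), which falls as labeled GDP is exchanged off Rap1B. EPAC2 at 100 nM acted on 250 nM RAP1B-BODIPY-GDP with 50 uM GDP present.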
Starred values were filed as active, the others as inactive; i = inactive; ? = inconclusive; · = not tested or not shown. Unless noted, calls follow the shape of the dose curve; as a rule, active = well fitted curve in the direction sought with a large enough effect; inconclusive = small, poorly fitted or top-dose-only effect, or another doubt; inactive = no such curve, though single readings can be large; an effect the other way counts as inactive or inconclusive.

entry | smiles | Mm-Cpn inhibitor | EPAC2 antag | pAkt inh | TGFb inhibitor | A549 viability | Nrf2 ARE act | Nrf2 inh | CCT modulator | EPAC2 agonist
1 | Cc1cc(C)n(-c2ccc(C(=O)O)cc2[N+](=O)[O-])n1 | 0.2% | -4.8% | i | 6.4% | 2.5% | -0.2% | -9.8% | -1.2 | -1.8%
2 | Oc1ccccc1C1OCC2(CO1)COC(c1ccccc1O)OC2 (stereo not given) | -13.6% | 21.5% | i | -15.0% | 1.5% | 2.7% | -3.3% | 0.7 | 4.5%
3 | CCCS(=O)(=O)N1CCC(C(=O)NCCc2ccccc2)CC1 | 2.2% | 6.2% | i | 5.1% | -2.8% | 3.3% | ? | -1.1 | 24.5%
4 | CN(C)CC1CCCCC1OC(=O)/C=C/c1ccc(Cl)cc1Cl (stereo not given) | -2.5% | 3.6% | i | 2.3% | -2.2% | 17.4% | -1.7% | -0.7 | 12.3%
5 | CCOC(=O)c1c(C)[nH]c(C(=O)COC(=O)C2CC2C)c1C (stereo not given) | 2.4% | 5.7% | i | -0.7% | 0.5% | -0.2% | · | -0.7 | 6.0%
6 | O=C(NCCN1CCN(c2ccccc2)CC1)C1CCN(S(=O)(=O)c2cccs2)CC1 | 0.0% | 1.6% | i | 26.5% | -2.2% | 0.7% | ? | -0.7 | 5.2%
7 | Cc1ccc(C(=O)NCC(=O)NC2CCC(C)CC2)s1 (stereo not given) | 0.0% | 11.9% | i | 4.1% | 0.5% | 0.4% | 8.6% | -1.9 | 4.5%
8 | CCCN(CC(=O)NC(=O)NC1CCCCC1)CC(=O)Nc1cc(Cl)ccc1Cl | -2.7% | -0.8% | i | ? | -19.9% | -0.3% | ? | 0.1 | -11.1%
9 | COc1ccc(C(CCNC(C)c2ccccc2)c2ccc(F)cc2)cc1 (stereo not given) | -2.6% | -26.2% | i | 12.6µM* | 8.6% | -3.6% | 13.7% | -3.1 | -4.3%
10 | O=C(c1cc2cc(F)ccc2[nH]1)N1CCC(Cc2ccccc2)CC1 | -0.9% | -8.7% | i | ? | 0.5% | 4.4% | ? | -2.3 | 4.1%
11 | CN(C)c1ccc(/C=N\Nc2ccccn2)cc1 | -6.8% | 7.1% | i | -34.3% | 6.6% | -0.6% | ? | -0.5 | 3.8%
12 | CCn1c(=O)c2cc(C(=O)NCc3cc(OC)ccc3OC)sc2c2ccccc21 | · | · | · | 2.51µM* | 8.4% | -0.2% | -13.3% | · | ·
13 | Cc1ccc(NC2CCCN(C(=O)c3cccc(-c4ncc[nH]4)c3)C2)cc1C (stereo not given) | -0.9% | 3.7% | i | 11.6% | 2.4% | 0.3% | -1.4% | -1.8 | 0.9%
14 | COc1ccc(Cl)cc1NC(=O)CSc1nnc(C)c(=O)n1N | -3.0% | 12.9% | i | 9.9% | 1.9% | 0.6% | -6.3% | 0.4 | 3.2%
15 | Cc1cccc(NC(=O)CN(c2ccc(C(C)C)cc2)S(=O)(=O)c2c(C)nn(C)c2C)n1 | -0.7% | ? | i | ? | -3.9% | 0.3% | -16.9% | -0.3 | 3.9%
16 | CN(Cc1ccno1)C(=O)CC1C(=O)NCCN1CC(c1ccccc1)c1ccccc1 (stereo not given) | -1.8% | 0.7% | i | 2.6% | -0.1% | 0.4% | 4.9% | 0.2 | 4.3%
17 | NC(=O)c1cccc2c3c([nH]c12)CCCC3 | -1.7% | -1.3% | i | -24.6% | 3.1% | -1.7% | 11.4% | 3.3 | -0.8%
18 | C[C@@H]1CN([C@H](C)CO)C(=O)CCCn2nncc2CO[C@H]1CN(C)Cc1ccc(C(=O)O)cc1 | · | 9.3% | i | -9.7% | · | -0.4% | · | -0.4 | 5.2%
19 | COc1ccc(CC(=O)NCCc2ccc(OC)c(OC)c2)cc1 | -2.4% | -3.6% | i | 4.8% | -4.8% | -0.9% | 0.7% | -0.3 | 7.2%
20 | O=C(N/C(=C\c1ccc(Br)cc1)C(=O)N1CCCC1)c1ccccc1F | -17.7% | -0.8% | i | -0.4% | 0.6% | 0.0% | -5.6% | -1.3 | 5.2%
21 | O=C(NCCc1nnc2ccc(N3CCCCCC3)nn12)c1ccccc1F | · | -0.7% | i | -6.7% | -5.3% | -0.4% | -3.7% | -1.3 | 4.5%
22 | C=CCn1c(SCC(=O)NC2CC2)nc2sc(CC)cc2c1=O | 2.6% | 6.2% | i | 4.8% | -7.6% | -0.6% | -24.9% | 0.7 | -2.4%
23 | CCOC(=O)c1cnn(-c2ccccc2)c1-n1cccc1C(=O)C(=O)Nc1ccccc1 | -3.0% | -1.4% | i | 15.0% | -0.1% | 3.0% | · | -4.2 | -0.3%
24 | CC(C)CCOc1cccc(OCC(=O)Nc2ccncc2)c1 | -2.0% | -23.5% | i | 0.0% | 0.9% | 3.1% | 9.2µM* | -0.5 | 3.2%
25 | Fc1ccc(-c2nc(Nc3cccc(Cl)c3)nc3c2COc2ccccc2-3)cc1 | · | · | · | -2.7% | -3.2% | 0.2% | -28.1% | · | ·
26 | Cc1nc(N2CCCCC2)sc1C(=O)c1ccc(SCCO)c([N+](=O)[O-])c1 | -0.7% | -9.7% | i | 0.0% | ? | 4.3% | 20.6µM* | -1.5 | ?
27 | O=S(=O)(NCC1CCCO1)c1ccc(S(=O)(=O)N(Cc2ccc(F)cc2)C2CCCCC2)cc1 (stereo not given) | · | -5.4% | i | -2.0% | -19.7% | -0.2% | ? | 2.7 | -16.2%
28 | COc1ccc(-n2c(C(C)n3nc(C)c([N+](=O)[O-])c3C)n[nH]c2=S)cc1 (stereo not given) | -0.4% | 14.9% | i | -6.3% | -7.9% | -0.4% | -5.9% | 0.3 | 5.3%
29 | O=C(Cc1cccs1)Nc1cccc(-c2ccc3nncn3n2)c1 | -1.5% | 14.6% | i | 9.8% | -4.4% | 4.4% | -5.9% | -0.2 | 2.0%
30 | CCOC(=O)c1c(C)[nH]c(C(=O)N/N=C/c2ccc(Br)cc2)c1C | 0.0% | -0.3% | i | 1.41µM* | -11.7% | 4.1% | 8.7% | -2.0 | -14.7%

New compounds follow:
entry | smiles | Mm-Cpn inhibitor | EPAC2 antag | pAkt inh | TGFb inhibitor | A549 viability | Nrf2 ARE act | Nrf2 inh | CCT modulator | EPAC2 agonist
31 | CCc1cc(C(=O)N/N=C/c2ccc(O)cc2O)c2ccccc2n1 | 0.8% | 8.7% | i | -17.6% | -4.0% | -0.4% | ? | 0.2 | 6.5%
32 | CC(=O)Nc1ccc(SCCN2CC[C@@H](C)CCC2=O)cc1 | 2.4% | 2.5% | i | -2.8% | -1.9% | 0.0% | 0.3% | 1.0 | 2.0%
33 | [O-][N+]1=C2CCC/C(=N\O)C2=NC12CCCCC2 | 3.3% | -3.6% | i | 1.3% | 12.4% | -0.7% | 0.2% | -4.7 | 7.0%
34 | CC(=O)Nc1ccc(S(=O)(=O)Nc2nnc(CC(C)(C)C)s2)cc1 | 1.0% | 11.5% | i | 8.4% | 4.4% | -0.3% | -5.4% | -0.7 | 4.2%
35 | CC1(C)CC(=O)C2=C(C1)Nc1ccccc1NC2c1ccccn1 (stereo not given) | -1.4% | -5.4% | i | -1.4% | 0.5% | 0.0% | -4.4% | -0.7 | 5.4%
36 | CN(C)NC(=O)c1csnc1-c1c(Cl)cccc1Cl | -1.1% | 7.9% | i | -1.5% | -9.3% | -0.4% | ? | -0.2 | 13.8%
37 | CC(c1ccc(F)cc1)n1cc(C(=O)NCCN(C)C)nn1 (stereo not given) | 0.0% | 1.7% | i | -2.9% | 0.9% | -0.8% | 12.3% | -10.8 | 2.5%
38 | CCCC1(C(=O)OCC)NC(c2ccc(N(C)C)cc2)C2C(=O)N(c3ccc(F)cc3)C(=O)C21 (stereo not given) | -5.0% | -2.7% | i | -7.9% | -0.4% | -0.9% | -3.6% | -1.8 | -1.2%
39 | CCOC(=O)C1CCCN(C(=O)c2cc3ncc(Br)cn3n2)C1 (stereo not given) | 0.7% | 5.5% | i | 3.1% | -3.8% | 0.3% | · | -0.2 | -4.9%
40 | CC(C)OC(=O)C(NC(=O)c1ccccc1)=C1CCCCC1 | -2.4% | 4.2% | i | 7.1% | -6.6% | -0.2% | 9.2% | -1.5 | -2.2%
41 | CCN1CCN(c2oc(-c3ccc([N+](=O)[O-])cc3)nc2C#N)CC1 | 1.1% | -3.9% | i | 0.0% | -6.1% | -1.0% | 2.9% | 1.1 | -7.5%
42 | C[C@H]1CN([C@@H](C)CO)C(=O)c2cccc(NC(=O)Nc3ccc(C(F)(F)F)cc3)c2O[C@@H]1CN(C)S(=O)(=O)c1ccc(Cl)cc1 | -4.8% | -9.5% | i | ? | ? | -4.6% | ? | -0.8 | -11.8%
43 | Cc1ccc(N(CC(=O)N2CCCCCC2)S(C)(=O)=O)cc1 | · | 4.5% | i | -16.8% | · | -1.2% | · | 0.6 | 3.0%
44 | CCCc1nc2oc3ccccc3c(=O)c2c(=O)n1CCCOC | 2.4% | 2.1% | i | 0.0% | -3.9% | -0.4% | 11.6% | 1.2 | 3.0%
45 | CCc1ccc(-n2nc(CO)c(C(=O)NC(C)c3ccc(Cl)cc3)n2)cc1 (stereo not given) | · | · | · | ? | -1.2% | 2.4% | 9.9% | · | ·
46 | CCOC(=O)C1CCN(Cc2cccc(Oc3ccccc3)c2)CC1 | -1.8% | -0.1% | i | 0.2% | -1.1% | -0.2% | -3.8% | -3.8 | 7.3%

2 entries drawn at random from those above, as already listed:
entry | smiles | Mm-Cpn inhibitor | EPAC2 antag | pAkt inh | TGFb inhibitor | A549 viability | Nrf2 ARE act | Nrf2 inh | CCT modulator | EPAC2 agonist
15 | Cc1cccc(NC(=O)CN(c2ccc(C(C)C)cc2)S(=O)(=O)c2c(C)nn(C)c2C)n1 | -0.7% | ? | i | ? | -3.9% | 0.3% | -16.9% | -0.3 | 3.9%
7 | Cc1ccc(C(=O)NCC(=O)NC2CCC(C)CC2)s1 (stereo not given) | 0.0% | 11.9% | i | 4.1% | 0.5% | 0.4% | 8.6% | -1.9 | 4.5%

This is a subset; rates above refer to the full screens.
